HMGR II inh: inhibitors of class II HMG-CoA reductase from Enterococcus faecalis; purified E. faecalis HMGR, NADPH absorbance 340 nm kinetic; inhibition, % at 10 µM; 190,000 tested, 0.41% active;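 active = inhibition above a set limit, the median over all tested compounds plus 3 SD, cut at about 9.5% in these data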;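 also: enzyme runs in reverse so mevalonate oxidation gives rising NADPH absorbance; 0% = complete reaction with DMSO and 100% = background rate lacking mevalonate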
TNAP inh noacc: inhibitors of human TNAP without phosphate acceptor; P05186; purified TNAP, CDP-star luminescence, 30 min; inhibition, % at 20 µM; 200,000 tested, 0.26% active; AID 1012;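 active = tissue-nonspecific alkaline phosphatase inhibition above about 50% at 20 µM in the single-dose screen, limit read from the data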;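 also: 0% = DMSO negative control and 100% = EDTA positive control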
PMI act: phosphomannose isomerase (human) activation | 190,000 tested, 0.005% active | P34949 | activation factor at 20 µM | purified human PMI, coupled resazurin fluorescence, 20 min; hits give high values; 1 = vehicle control, 0 substrate-free wells;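 active = activation factor of 2 or more at 20 µM, relative to plate controls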
Target sequence (P34949 whole entry, looked up): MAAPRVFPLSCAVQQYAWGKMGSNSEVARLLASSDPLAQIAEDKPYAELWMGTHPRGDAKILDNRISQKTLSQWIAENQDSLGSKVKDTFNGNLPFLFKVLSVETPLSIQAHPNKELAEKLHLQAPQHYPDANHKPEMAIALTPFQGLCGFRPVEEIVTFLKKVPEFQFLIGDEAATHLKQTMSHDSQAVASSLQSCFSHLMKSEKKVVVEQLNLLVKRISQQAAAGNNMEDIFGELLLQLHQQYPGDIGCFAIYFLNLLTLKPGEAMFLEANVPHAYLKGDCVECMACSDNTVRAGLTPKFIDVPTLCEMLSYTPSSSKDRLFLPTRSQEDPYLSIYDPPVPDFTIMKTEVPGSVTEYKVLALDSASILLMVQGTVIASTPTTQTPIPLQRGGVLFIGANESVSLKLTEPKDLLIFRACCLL
S1P3 antag: S1P3 (human) receptor antagonism; Q99500; CHO S1P3 NFAT-BLA reporter, FRET fluorescence, antagonist mode; inhibition, % at 4.98 µM; 170,000 tested, 0.27% active;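 active = inhibition above the plate cutoff, the mean inhibition of test wells on that plate plus 3 SD, cut at about 28% in these data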;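 also: cells challenged with S1P at its EC80 of 0.8 µM; blue over green emission ratio from cleaved BLA substrate after 4 h stimulation; 0% = S1P-stimulated wells and 100% = unstimulated DMSO-only wells; some compounds past the cut are filed as inactive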
Target sequence (Q99500 whole entry, looked up): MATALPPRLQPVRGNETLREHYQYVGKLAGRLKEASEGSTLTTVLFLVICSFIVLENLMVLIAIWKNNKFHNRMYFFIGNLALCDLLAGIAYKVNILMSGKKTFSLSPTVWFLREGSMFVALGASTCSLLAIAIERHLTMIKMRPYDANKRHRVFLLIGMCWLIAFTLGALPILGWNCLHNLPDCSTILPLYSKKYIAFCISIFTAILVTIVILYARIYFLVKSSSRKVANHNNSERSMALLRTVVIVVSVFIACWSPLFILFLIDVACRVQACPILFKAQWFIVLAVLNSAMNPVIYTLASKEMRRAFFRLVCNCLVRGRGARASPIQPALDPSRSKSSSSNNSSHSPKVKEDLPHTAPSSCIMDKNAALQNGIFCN
TNAP inh hiacc: blocks human TNAP under high phosphate acceptor concentration; P05186; 200,000 tested, 0.03% active; AID 1135; inhibition, % at 20 µM; purified TNAP, CDP-star luminescence, 1 M DEA;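 active = over 50% inhibition of tissue-nonspecific alkaline phosphatase at 20 µM in the single-dose screen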;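 also: plate controls were DMSO wells for no effect and EDTA-quenched wells as full inhibition for full effect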
PMI act hi M6P: increases human PMI activity with near-saturating mannose 6-phosphate; P34949; coupled PMI enzyme assay, resazurin fluorescence, 20 min; hits give high values; 1 = untreated enzyme, 0 = substrate-free blank; activation factor at 20 µM; 190,000 tested, 0.34% active; AID 1216;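 active = activation factor of 2 or more at 20 µM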
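Test system: human phosphomannose isomerase with PGI, G6PDH, diaphorase coupling enzymes; amount: 15 ng/mL PMI; incubation: enzyme reaction with compound 20 min at room temperature; technique: resorufin fluorescence (Ex 544/Em 590 nm) from resazurin via diaphorase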
Redox H2O2 prof: compounds producing H2O2 with reducing agent – biochemical, NIH compound library profiling, artefact control for MLSCN library redox annotation, primary screen. DTT-dependent redox cycling H2O2, phenol red/HRP absorbance; 100% = 100 µM peroxide control, 0% = buffer. activation, % at 10 µM. 200,000 tested, 0.03% active;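 active = activation of at least 50% relative to the plate's high and low controls in the primary single-dose screen; inactive = activation below 50%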;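 also: compound incubated with DTT at 0.8 mM final as the reducing agent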
Hsp70 act: switches on Hsp70 transcription. HeLa Hsp70 promoter luciferase reporter, luminescence; scaled: vehicle 0, proteasome-inhibitor control 100%. activation, % at 10 µM. 200,000 tested, 0.04% active. AID 1203;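 active = activation above the mean across all tested compounds plus 3 SD, cutoff set per campaign, cut at about 5.5% in these data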;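 also: 100% = MG132 at 30 µM as the positive control and 0% = DMSO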
RAM inhibit: blocks the yeast RAM network. S. cerevisiae dse1pr::URA3 reporter, 5-FOA growth OD615, 2 d; analog-sensitive cbk1-as2 kinase mutant strain. inhibition, % at 50 µM. 190,000 tested, 1.8% active. AID 868;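 active = inhibition above a set limit, 3 SD over mean compound inhibition, cut at about 8.4% in these data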;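 also: 0% = DMSO-only wells with no growth and 100% = 10 µM 1-NA-PP1 full growth; inhibition rescues growth on 5-FOA so higher OD means more RAM inhibition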
Lmaj promast: Leishmania major promastigote growth inhibition. AID 1063. inhibition, % at 10 µM. 200,000 tested, 9% active. Leishmania major promastigotes, resazurin fluorescence viability; in the data active = inhibition above about 50%;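 also: promastigotes grown with compound for 44 hours at 28 °C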
Starred values were filed as active, the others as inactive; x = not tested or not shown.

SMILES | HMGR II inh | TNAP inh noacc | PMI act | S1P3 antag | TNAP inh hiacc | PMI act hi M6P | Redox H2O2 prof | Hsp70 act | RAM inhibit | Lmaj promast
N=C1CCCN1CC(=O)c1ccc(Br)cc1 | 2 | -9 | 1 | 5 | 0 | 1 | 0.3 | 0.0 | -0.9 | -3
CCN(CC)S(=O)(=O)c1cccc(-c2nnc(SCCCC(=O)c3ccc(F)cc3)o2)c1 | 3 | -4 | 1 | 28 | -3 | 1 | 0.3 | -0.3 | 13* | 16
Cc1nnc2ccc(-c3cccc(NC(=O)Cc4cccs4)c3)nn12 | -4 | -10 | 1.1 | -5 | -2 | 1 | 0.6 | 0.1 | 2.9 | 6
CC1N(O)C(C)(C)C(c2ccccc2)=[N+]1[O-] (stereo unspecified) | -9 | -2 | 1.1 | x | 5 | 1.1 | 0.8 | -0.3 | -0.2 | -8
C=CCn1c(SCC(=O)Nc2cc(C)c(Cl)cc2OC)nnc1-c1ccco1 | 0 | -12 | 1 | -8 | -7 | 1 | 0.2 | -0.1 | 6.1 | 5
O=C(NCc1ccc(F)cc1)c1cc2ccccn2n1 | 1 | -10 | 0.9 | -40 | -2 | 1 | 0.0 | -0.3 | 0.8 | -5
CCN(CC)S(=O)(=O)c1ccc(C(=O)NNC(=O)C2CCN(S(=O)(=O)c3ccc(Cl)cc3)CC2)cc1 | 0 | -74 | 0.9 | -1 | -1 | 1 | -0.1 | 0.1 | 0.8 | -4
O=C(Nc1nc(-c2cccs2)cs1)c1ccc(Cl)cc1 | -3 | -8 | 1 | x | 0 | 1.1 | 0.2 | 0.2 | 5.0 | 8
Cc1cc(=O)c2ccc3ccccc3c2[nH]1 | 1 | -12 | 1 | x | -6 | 0.9 | 0.1 | -0.3 | 1.1 | 54*
COc1ccc2nc(Nc3nc(CSc4ccc(C)cc4)cc(=O)[nH]3)nc(C)c2c1 | -6 | -37 | 0.9 | -3 | -2 | 1 | -1.2 | 0.1 | 11* | 65*
C[n+]1cnc(-c2ccccc2)cc1-c1ccccc1 | -1 | -6 | 1 | -3 | 1 | 1 | 0.4 | 0.0 | 0.1 | 7
Cn1nnnc1SCCNCC#Cc1ccccc1 | -2 | -12 | 1.1 | 3 | -10 | 1 | 0.2 | -0.4 | 1.2 | -6
COc1ccc(OC)c(C2Nc3c(Cl)ccc(C(=O)O)c3C3C=CCC32)c1 (stereo unspecified) | 2 | -12 | 1.2 | -6 | -9 | 1.1 | -0.2 | -0.5 | 5.4 | -6
CC(C)(C)C(=O)OCCNc1nc(-c2ccccc2)nc2ccccc12 | -9 | -2 | 0.9 | 16 | -4 | 0.9 | -0.1 | -0.3 | 2.5 | 54*
COc1cccc2cc(C(=O)N3CCN(c4ccc(C)cc4C)CC3)c(=O)oc12 | -6 | 11 | 1 | -13 | 8 | 1.1 | -0.4 | 0.2 | -0.8 | 2
COc1cccc(CC2(CO)CCCN(Cc3cc(F)ccc3-n3cccn3)C2)c1 (stereo unspecified) | -5 | -1 | 1 | 7 | -2 | 1 | 0.8 | -0.3 | 0.9 | 10
c1ccc(-c2nnc(N3CCN(c4ccccn4)CC3)c3ccccc23)cc1 | -8 | -11 | 0.8 | -3 | -6 | 0.8 | -0.3 | -0.3 | 0.3 | 33
OCC1(CC2CCCCO2)CCN(C/C=C/c2ccccc2)CC1 (stereo unspecified) | -1 | -2 | 0.9 | -1 | -4 | 0.9 | -0.7 | -0.1 | 2.4 | 89*
Cc1ccccc1-c1cc(C(=O)n2cccn2)c2cc(Cl)ccc2n1 | -2 | -9 | 1 | x | -6 | 1.1 | -5.8 | 0.2 | 4.3 | -11
COC(=O)CCC(=O)NN1C(=O)c2ccccc2C1=O | -5 | -2 | 1 | -18 | 0 | 1 | -0.6 | 0.2 | 0.8 | 5
Cc1ccc(S(=O)(=O)N/N=C/C(C)(C)CO)cc1 | -2 | -3 | 0.9 | x | 2 | 0.9 | 1.7 | -0.3 | 1.5 | -7
CN(C/C(O)=C(\C#N)c1ccccc1)C1CCCCC1 | -6 | -14 | 1.1 | -23 | -6 | 1.2 | -0.7 | -0.3 | 2.7 | -1
CC(C)n1nc(C(=O)OCC(=O)c2c[nH]c3ccccc23)c2ccccc2c1=O | -1 | -11 | 0.8 | x | -4 | 0.9 | 0.0 | -0.3 | 3.5 | 25
CC1(C)NC(=O)N(CC(O)COC2CCCCC2)C1=O (stereo unspecified) | 0 | 7 | 0.9 | -3 | -3 | 0.9 | 0.9 | 0.2 | 0.8 | -1
c1cnc2c(c1)ncc1cscc12 | 1 | -3 | 1 | 4 | 0 | 0.9 | 0.2 | -0.4 | 1.3 | 49
O=C(NC(=O)N1CCCCC1)c1ccccc1 | 8 | -7 | 1 | -19 | -4 | 1 | 0.7 | -0.1 | 2.0 | -7
O=C(CSc1nnnn1-c1ccc2c(c1)OCCO2)Nc1nc2c(s1)CCCC2 | -4 | -10 | 1 | -15 | -8 | 0.9 | 2.7 | -0.2 | 2.1 | 6
Cn1c(=O)c2c(nc(SCCN3CCOCC3)n2Cc2ccccc2)n(C)c1=O | -14 | -9 | 0.9 | -27 | -2 | 1 | 0.4 | 0.1 | 0.9 | -4
O=C(COc1ccccc1)NCCn1ccc2ccccc21 | -2 | -8 | 1.1 | 6 | -1 | 1 | 0.2 | -0.4 | 1.6 | 0
COc1ccnc(Oc2ccc(C)cc2)c1C#N | 2 | -5 | 1 | x | 2 | 0.9 | 2.9 | 0.5 | 0.4 | -3
O=C(O)c1cscn1 | 1 | -7 | 1.2 | 10 | 3 | 1.3 | 1.8 | -0.2 | 3.3 | -5
CC(=O)Nc1ccc(C(=O)OCC(=O)Nc2ccccc2F)cc1 | 0 | -10 | 1.1 | 6 | 0 | 1.1 | -0.4 | -0.1 | -0.9 | -3
Cc1ccc(C(=O)NNC(=O)C2CCN(Cc3ccccc3)CC2)cc1 | -4 | -21 | 0.9 | x | -4 | 0.9 | 0.9 | -0.3 | 2.9 | -5
COc1ccccc1/C=C/CN1CCOCC1 | -5 | -8 | 0.8 | 3 | -3 | 0.8 | 3.0 | -0.1 | 0.0 | 1
O=Nc1c(O)[nH]c2ccc(F)cc12 | -2 | -10 | 1 | -7 | -4 | 1 | -0.4 | 0.1 | 1.7 | -4
C=CCOc1nc(-c2ccncc2)nc2ccccc12 | 1 | -8 | 1 | x | -5 | 1 | 0.0 | -0.1 | 0.1 | 15
CC1(C)Oc2ccc3ccc(=O)oc3c2/C(=C/N)C1=O | 1 | -15 | 1.3 | -2 | -5 | 1.8 | -0.5 | -0.2 | 1.0 | 13
COc1ccc(N(CC(=O)Nc2cccc(C)c2C)S(=O)(=O)c2c(C)n[nH]c2C)cc1 | -4 | 5 | 1 | -1 | -5 | 1 | -0.1 | -0.3 | 2.3 | 15
COc1cccc(NC(=O)CCN2CCN(C)CC2)c1 | -10 | -11 | 1 | 3 | -4 | 1 | -1.2 | -0.2 | 1.6 | -6
CCCNC(=O)c1cc(-c2ccc(Br)cc2)on1 | 1 | -19 | 0.9 | 10 | -3 | 1 | -0.4 | -0.2 | 1.9 | 1

Some of these compounds in order of their number in S1P3 antag, smallest number first:
SMILES | S1P3 antag
O=C(CSc1nnnn1-c1ccc2c(c1)OCCO2)Nc1nc2c(s1)CCCC2 | -15
COc1ccccc1/C=C/CN1CCOCC1 | 3
c1cnc2c(c1)ncc1cscc12 | 4

New compounds follow:
SMILES | HMGR II inh | TNAP inh noacc | PMI act | S1P3 antag | TNAP inh hiacc | PMI act hi M6P | Redox H2O2 prof | Hsp70 act | RAM inhibit | Lmaj promast
O=C(COc1cc(Cl)c(Cl)cc1Cl)NC(=O)NC1CCCC1 | -13 | 3 | 0.9 | x | 1 | 1 | -14 | 0.3 | 4.2 | -7
NC(=O)c1ccccc1OCCOCCOCCOc1ccccc1C(N)=O | 2 | -9 | 0.9 | x | -2 | 0.9 | 1.9 | -0.2 | 0.5 | -5
CN(C)S(=O)(=O)c1ccc(C(=O)Nc2ccccc2C(=O)O)cc1 | -2 | -5 | 1.1 | -22 | 0 | 1.1 | 1.0 | -0.5 | 1.7 | -6
O=C(CN1CCC(Cc2ccccc2)CC1)NC(=O)NCc1ccco1 | -2 | -5 | 0.9 | -20 | -3 | 0.9 | -1.0 | -0.1 | -0.2 | 10
Cc1ccccc1OCC(O)Cn1nnc2ccccc21 (stereo unspecified) | -1 | -6 | 1 | x | -1 | 0.9 | 0.8 | 0.0 | 2.0 | -10
CCC(C)C(=O)NCCc1ccc(S(N)(=O)=O)cc1 (stereo unspecified) | -1 | -10 | 1.1 | -8 | -3 | 1 | -0.6 | 0.0 | 1.4 | -4
Cc1cc(C)c2c(n1)sc1c(=O)[nH]c(SCc3ccccc3)nc12 | 0 | -2 | 1.2 | x | 2 | 1.4 | -2.2 | -0.4 | 2.9 | -8
COc1ccc(C)cc1S(=O)(=O)N1CCOCC1 | 0 | -9 | 1 | 2 | -4 | 1.1 | 0.2 | -0.2 | 1.1 | -9
O=c1oc2ccccc2c(N2CCC(c3ccccc3)CC2)c1[N+](=O)[O-] | 2 | -9 | 1 | -45 | 4 | 1 | -1.9 | -0.1 | 3.1 | -6
Cc1c(C)n(C(=O)CN2CCC(C)CC2)c2ccccc12 | -4 | -6 | 1 | x | 3 | 1 | 1.5 | -0.1 | 1.2 | -2
C=CCOc1c(Cl)cc(CNn2cn[nH]c2=S)cc1OC | 2 | 20 | 1 | -6 | -6 | 0.9 | 0.0 | 0.1 | -0.4 | 3
Cc1cc(NC(=O)c2ccccc2Oc2ccccc2)no1 | -5 | -10 | 0.8 | 10 | -4 | 0.8 | 0.2 | -0.3 | 4.8 | 27
COC(=O)NCC(c1cccnc1)N1CCOCC1 (stereo unspecified) | -4 | -2 | 1.4 | -6 | 5 | 1.4 | -0.4 | 0.1 | 0.0 | -11
Cc1cccc(Nc2nc(N)nc(CN3CCN(c4ccc(F)cc4)CC3)n2)c1 | 1 | 10 | 1 | -20 | -2 | 0.9 | 0.2 | -0.1 | -0.7 | 12
Cc1ccc(S(=O)(=O)N2CCOCC2)cc1NC(=O)CSc1ccccn1 | 0 | -5 | 1 | 2 | -3 | 1.1 | -1.5 | 0.3 | -0.8 | -3
Cc1ccsc1CNn1cnnc1SCc1ccc(Cl)cc1 | -6 | -11 | 1 | x | -4 | 0.9 | 0.3 | -0.4 | 4.0 | 4
Cc1cc(C(C)(C)C)ccc1OCCN1CCCC1 | -2 | -16 | 1 | x | -4 | 1.1 | 0.2 | -0.2 | -1.0 | 96*
Cc1cc(=O)oc(C)c1C(=O)NCC1CCCO1 (stereo unspecified) | -4 | -11 | 0.9 | x | -4 | 0.9 | 0.6 | -0.2 | 1.0 | 2
CC(=O)Cn1nnc2sc3c(c2c1=O)CCC(C(C)(C)C)C3 (stereo unspecified) | 1 | -10 | 1 | -20 | 0 | 1 | -2.1 | -0.1 | 0.9 | 6
COc1ccc(NC(=O)C(Cl)=C(Cl)Cl)cn1 | -7 | -15 | 1.1 | -7 | -1 | 1 | -1.2 | -0.2 | -0.7 | 5

Source: PubChem BioAssay (several laboratories)
